# AID2073 – disruptors of CaV2.2 binding to Mint1 – biochemical, HTRF (AID 2073); HTRF protein-protein interaction, Mint1-CaV2.2; higher % means a stronger effect; inhibition, % at 20 µM; hits with a dose series show IC50 in µM; hit rate 0.19% among 290,000; in the data active = inhibition mostly above about 51%, no sharp cut-off; inconclusive = no clear call, values can overlap the other calls; inactive = mostly below about 53%; also: some results filed as inactive read as strong as hits
# LYP phosphatase – inhibitors of LYP phosphatase, biochemical, fluorescence intensity, uHTS (AID 1779). recombinant LYP phosphatase, fluorescence intensity; higher % means a stronger effect. hit rate 0.054% among 290,000. inhibition, % at 11.5 µM, or IC50 in µM where a hit was titrated; in the data active = inhibition above about 50%;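 also: plate controls were vehicle with enzyme for no effect and no enzyme for full effect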
# UTI89 phage lysis – inhibition of K1F phage lysis, E. coli UTI89, bacterial capsule biogenesis inhibitors, alamar blue (AID 488966). E. coli UTI89 K1F phage lysis, alamar blue, 2 h; higher % means a stronger effect. hit rate 0.02% among 340,000. inhibition, % at 100 µM, or IC50 in µM where a hit was titrated;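 active = phage lysis inhibition, versus mean bacterial control, above a set limit; inconclusive = no clear call, values can overlap the other calls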;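 also: capsule biogenesis inhibitors block K1F phage lysis so surviving cells raise fluorescence; higher fluorescence means more inhibition of phage lysis; actives were called in the ten point dose series up to 300 µM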
# NS5 inhibitors – Dengue-2 NS5 methyltransferase inhibitors, primary screen, biochemical, confirmation dose response (AID 588689); inhibition, % at 25 µM, or IC50 in µM where a hit was titrated; Dengue-2 NS5 methyltransferase capping enzyme assay, biochemical; higher % means a stronger effect; hit rate 0.3% among 340,000; in the data active = a potency from the dose series; inconclusive = inhibition above about 29% without an active follow-up result
# Autophagy HCS – alters autophagy in cells | hit rate 0.98% among 190,000 | AID 463193 | calls only at 10 µM (by protocol) | MEF GFP-LC3 puncta imaging; test concentration mostly 10 µM;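 active = percentage of spot-positive cells more than 3 SD above its plate mean, without a fluorescence outlier flag or 80% toxicity; inconclusive = no clear call, values can overlap the other calls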;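 also: spot-positive cell cutoff set from DMSO-treated cells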
# WT yeast gro inh – growth inhibition of WT yeast, mitochondrial fusion screen; mitochondrial fusion phenotypic screen, WT strain; inhibition, % at 10 µM; hit rate 2.1% among 190,000; AID 1362; in the data active = inhibition above about 58%; tested in S. cerevisiae
# RSV CPE inhibition – inhibition of RSV-induced cytopathic effect – HEp-2 cells, primary 10 µM value included (AID 2391); hit rate 0.13% among 310,000; HEp-2 cells, RSV-induced CPE inhibition; higher % means a stronger effect; CPE inhibition, % at 10 µM; hits with a dose series show IC50 in µM; in the data active = a potency from the dose series; inconclusive = CPE inhibition mostly from about 23% at the one dose, without a potency; inactive = the rest, 99 in 100 with CPE inhibition below about 21%; also: strong numbers were not always called active
# NTR1 agonist – NTR1-driven beta-arrestin-GFP spot formation – imaging, U2OS cells, high content, primary screen (AID 493036) | agonist mode | activation, % at 20 µM | hit rate 0.17% among 330,000;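 active = activation at or above 40% of the spot to cytoplasm intensity ratio, with at least 20 cells analyzed; inconclusive = wells under 20 cells, flagged as cytotoxic or low count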;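 also: 0% = DMSO without peptide and 100% = 100 nM NTR1 peptide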
# Target sequence (P30989 whole entry, looked up): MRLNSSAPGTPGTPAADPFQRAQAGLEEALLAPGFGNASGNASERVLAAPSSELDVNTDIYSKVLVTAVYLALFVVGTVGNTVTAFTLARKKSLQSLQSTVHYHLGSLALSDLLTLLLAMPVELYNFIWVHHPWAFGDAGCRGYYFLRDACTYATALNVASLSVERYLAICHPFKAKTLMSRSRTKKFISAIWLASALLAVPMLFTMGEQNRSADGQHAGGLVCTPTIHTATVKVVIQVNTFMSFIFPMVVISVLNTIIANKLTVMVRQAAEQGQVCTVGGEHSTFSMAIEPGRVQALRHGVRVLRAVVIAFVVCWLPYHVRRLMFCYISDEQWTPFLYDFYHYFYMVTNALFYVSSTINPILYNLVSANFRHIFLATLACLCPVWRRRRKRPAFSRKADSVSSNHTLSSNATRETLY
# GPR35 antagonists – GPR35 antagonists blocking zaprinast-driven arrestin recruitment, primary screen, imaging, U2OS, beta-arrestin-GFP, zaprinast agonist (AID 2058); U2OS GPR35 beta-arrestin-GFP translocation imaging, zaprinast antagonism; higher % means a stronger effect; one-dose inhibition, % at 10 µM; IC50 in µM for titrated hits; hit rate 0.052% among 290,000;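 active = inhibition of at least 50% with at least 30 cells and total cytoplasm GFP at most 10,000,000; inconclusive = under 30 cells or total GFP of 10,000,000 plus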
# WT yeast gro inh mutant strain – recorded beside WT yeast gro inh, whose call it bears; inhibition, %; mitochondrial fusion phenotypic screen, mutant strain inhibition
# Autophagy HCS cell loss 18 h – further read-out of Autophagy HCS, marked with its call; toxicity, %; measured here: cell loss, nuclei count;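 cell loss after 18 h compound exposure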
# NTR1 agonist cell count 20 µM – second read-out of NTR1 agonist, no call of its own (marks repeat the call); cell count; measured here: cell count, cytotoxicity flag
# * hit, by the source's call; i = inactive; ? = inconclusive; / = not tested or not shown; [ ] = dose if it differs, or a comment.
SMILES,WT yeast gro inh,NS5 inhibitors,AID2073,Autophagy HCS,LYP phosphatase,NTR1 agonist,Autophagy HCS cell loss 18 h,GPR35 antagonists,UTI89 phage lysis,NTR1 agonist cell count 20 µM,WT yeast gro inh mutant strain,RSV CPE inhibition
CC(C)C(=O)Nc1ccc(S(=O)(=O)Nc2nccc(/C=C/c3ccccc3)n2)cc1,-9,-5%,7%,i,-4%,1.5,2,-19%,2.5%[50 µM],78,-11,0.4%
Cc1cccc(N2CCN(CC(=O)Nc3ccc(-n4cnnn4)cc3)CC2)c1C,13,-2%,20%,i,0%,-0.8,-6,10%,0.0%,44,-15,/
CCn1c2ccc(F)cc2c2nnc(SCCN3CCCCC3)nc21,/,-1%,-24%,/,-4%,0.1,/,-7%,-0.9%[50 µM],77,/,0.5%
COc1ccc(C(=O)N/N=C(\Cc2ncc[nH]2)c2ccccc2)cc1,11,-3%,11%,i,-6%,0.6,25,0%,1.4%,45,-2,-0.2%
CN(C)N(C)C(=O)C(O)(c1ccccc1)c1ccccc1,-14,-3%,6%,i,-4%,0.0,-6,-2%,0.4%,96,-9,-1.8%
COC(=O)c1c(-c2ccc(C)cc2)csc1NC(=O)C1CC=CCC1C(=O)O (centres undefined),-23,0%,2%,i,4%,0.9,13,0%,-1.4%,56,-20,10%
Cc1ccc(CN(CC(=O)NC2CCCC2)C(=O)CSc2nnc(COc3ccccc3)o2)cc1,0,-5%,-39%,i,-10%,5.8,6,-10%,0.7%,89,-1,0.9%
CCC(=O)N/N=C(\C)CC(=O)Nc1cc(Cl)ccc1C,-11,-3%,9%,i,-9%,-2.6,-20,5%,1.9%,96,-10,1.6%
CCOC(=O)c1nn(-c2cc(C(=O)OC)cc(C(=O)OC)c2)cc1O,-14,-5%,31%,i,-8%,2.7,-5,-13%,0.2%,43,1,0.8%
CSc1ccccc1NC(=O)CN(C)CC(=O)Nc1cccc(Br)c1,22,-7%,0%,i,-4%,1.7,16,-8%,0.0%,55,-3,15%
COC(=O)c1cnc(N2CCOCC2)nc1C(F)(F)F,/,-2%,-4%,/,-8%,0.2,/,-2%,0.9%,50,/,3.2%
COc1ccc(C(=O)OCC(=O)Nc2ccccc2)cc1[N+](=O)[O-],7,-2%,21%,i,-8%,0.8,7,6%,1.2%,60,11,2.4%
CSc1ncc(C(=O)Nc2cccc(S(N)(=O)=O)c2)n1-c1ccccc1,/,6%,-7%,/,-8%,-0.6,/,10%,-0.1%,43,/,1.1%
O=C(c1cc(S(=O)(=O)NCc2ccco2)ccc1Br)N1CCOCC1,/,-4%,/,/,/,-1.3,/,/,0.5%[50 µM],77,/,1.6%
Cc1csc(N(C(=O)CCNC(=O)c2ccc([N+](=O)[O-])cc2)c2ccccc2)n1,-16,-5%,3%,i,-2%,-0.5,-2,1%,0.9%,65,-7,0.8%
COc1ccc(CNc2nn[nH]n2)cc1OC,4,9%,1%,i,-9%,1.1,-4,-12%,0.8%,49,13,-1.7%
Cc1ccc(CS(=O)(=O)c2ncc(Cl)c(C(=O)Nc3nnc(C)s3)n2)cc1,/,38%,4%,/,-13%,0.1,/,8%,0.0%,52,/,-2.1%
Cc1cccnc1NC(=S)Nc1ccc(Cl)c(Cl)c1,80,-1%,13%,i,-10%,0.9,-6,2%,-1.3%,36,82,4.0%
CCCCNC(=O)c1onc(CCl)c1C(=O)OC,14,-3%,35%,i,-8%,3.4,-17,0%,0.0%,81,42,-0.5%
N=C1/C(=C\c2ccc(-c3ccc(C(=O)O)cc3)o2)C(=O)N=C2SC=C(c3ccccc3)N12,/,-13%,4.1µM*,/,26%,/,/,43%,0.0%,/,/,/
Cc1ccc(NC(=O)CCn2c(=S)oc3ccccc32)cc1,-5,-9%,9%,i,-6%,-0.8,3,-2%,-0.1%,88,-10,2.4%
CN(C)C(=O)N1CCN(C(=O)N2CCOCC2)CC1,-24,2%,10%,i,-8%,-1.5,0,-9%,4.2%,106,14,0.8%
CC(=O)NC1=NN(C(C)=O)C(c2cccc([N+](=O)[O-])c2)S1 (centres undefined),-17,-4%,0%,i,-1%,-0.4,-33,6%,0.3%,96,-24,0.8%
Cc1cccc(NS(=O)(=O)c2ccc3nc(-c4ccccc4)[nH]c3c2)c1C,-12,-6%,2%,i,-8%,1.2,-31,0%,3.5%,38,-14,4.7%
COc1ccc(-n2c(SCC(=O)O)nc3sc4c(c3c2=O)CCC4)cc1,3,5%,7%,i,-4%,-1.6,14,2%,2.5%,113,2,0.0%
CC(C)CCN1CCN(Cc2cccs2)CC1CCO (centres undefined),0,4%,8%,i,-10%,2.8,14,-9%,0.1%,56,7,-0.3%
Cc1nc2c(-c3ccc(F)cc3)c(C)nn2c(C)c1CCC(=O)N1CCN(c2ccccc2)CC1,39,-11%,5%,i,-2%,1.3,12,4%,0.5%,97,32,5.4%
CCCOc1c(Cl)cc(C(=O)NC)cc1OC,-12,6%,7%,i,-5%,0.6,-7,-13%,0.7%,48,14,0.0%
O=C(c1ccco1)N1CCN(C(=O)c2ccc(-c3cccc(C(F)(F)F)c3)o2)CC1,/,-5%,/,/,/,2.2,/,/,0.1%[50 µM],49,/,3.4%
Clc1ccc(C2=CC(c3ccco3)n3ncnc3N2)cc1 (centres undefined),10,?,20%,i,0%,0.5,2,18%,-0.1%,73,3,1.6%
CCCc1nc(SCC(N)=O)[nH]c(=O)c1CC,5,-6%,5%,i,-8%,-0.7,5,10%,5.1%,42,-21,0.2%
CC(NC(=O)COC(=O)C1CSC2(C)CCC(=O)N12)C12CC3CC(CC(C3)C1)C2 (centres undefined),10,1%,-6%,i,-6%,1.0,1,27%,2.1%,60,10,-2.1%
COc1cccc(Nc2nc(Nc3ccc(Cl)c(C(=O)O)c3)nc(C)c2[N+](=O)[O-])c1,/,-7%,/,/,/,0.6,/,/,0.5%[50 µM],56,/,3.8%
Cc1cc(C)nc(/N=C2\NC(=O)CC(C(=O)O)N2c2ccc(Cl)cc2)n1 (centres undefined),13,-2%,6%,/,-4%,-1.0,/,2%,0.1%,66,-1,3.0%
COc1ccc(Br)cc1CNC(=O)C1CCN(C(=O)N(C)C)CC1,7,-7%,0%,i,-6%,-0.5,8,-5%,0.5%,71,-4,-0.8%
O=C(O)C1CC=CCC1C(=O)Nc1cccc([N+](=O)[O-])c1 (centres undefined),13,-6%,18%,i,-7%,-1.4,-4,9%,0.9%,36,16,1.2%
O=C(COc1ccc(Cl)cc1Cl)N/N=C/c1ccc(OC2OC(CO)C(O)C(O)C2O)cc1 (centres undefined),/,-1%,-2%,/,-2%,-1.4,/,2%,0.1%,55,/,-2.0%
Cc1ccc(C(=O)Nc2nc(=O)n(C)s2)cc1,10,-5%,5%,i,-7%,-1.5,-2,-2%,-0.8%,93,23,-1.2%
CC(C)Cc1nnc(NC(=O)Cc2ccc([N+](=O)[O-])cc2)s1,-6,-10%,0%,i,-4%,1.2,-45,-3%,0.5%[50 µM],73,-5,2.6%
CC(/C=N/NC(=O)c1cc(-c2ccc3ccccc3c2)n[nH]1)=C\c1ccco1,36,-9%,73%*,i,10%,-0.2,3,-13%,0.3%,86,25,2.0%

# Look-ups from the list.
# For AID2073, `CC(C)Cc1nnc(NC(=O)Cc2ccc([N+](=O)[O-])cc2)s1` is entered as 0%
# For NS5 inhibitors, `COc1ccc(Br)cc1CNC(=O)C1CCN(C(=O)N(C)C)CC1` is entered as -7%

# Continued:
SMILES,WT yeast gro inh,NS5 inhibitors,AID2073,Autophagy HCS,LYP phosphatase,NTR1 agonist,Autophagy HCS cell loss 18 h,GPR35 antagonists,UTI89 phage lysis,NTR1 agonist cell count 20 µM,WT yeast gro inh mutant strain,RSV CPE inhibition
CCCOc1ccc(C(=O)N(CC(C)C)c2c(N)n(Cc3ccccc3)c(=O)[nH]c2=O)cc1,/,12%,/,/,/,0.1,/,/,0.4%[50 µM],62,/,-0.8%
CNS(=O)(=O)c1cccc(C(=O)OCC(=O)N2CC(C)OC(C)C2)c1 (centres undefined),/,-6%,-2%,/,-7%,-1.2,/,2%,0.2%,40,/,1.1%
CCOC(=O)Cc1csc(NC(=O)CCCC(=O)O)n1,/,/,-16%,/,-4%,-0.2,/,25%,/,59,/,/
COc1ccc(-c2cc(C(F)(F)F)nc(N3CCCCCC3)n2)cc1,6,2%,14%,i,2%,3.0,7,17%,0.4%,92,-5,40%
COc1ccc(OC)c(NC(=O)COC(=O)/C=C/c2ccc(Cl)cc2)c1,13,0%,0%,i,-2%,1.8,-3,1%,0.9%[50 µM],80,-13,5.3%
CCOc1ccc(C(C)C)cc1S(=O)(=O)n1ccnc1C,-10,2%,-12%,i,1%,0.4,10,2%,1.1%,46,1,2.6%
O=C(Cn1ncc2c3ccccc3n(Cc3ccccc3)c2c1=O)NCCCN1CCOCC1,/,1%,12%,/,-14%,0.1,/,22%,0.0%,69,/,-0.5%
O=C(O)CC(CC(=O)N1CCOCC1)c1ccccc1 (centres undefined),/,-1%,17%,/,1%,0.8,/,8%,0.2%,31,/,1.4%
O=C(Nc1nnc(-c2ccc(F)cc2)o1)c1cc(Cl)sc1Cl,64,-6%,4%,i,-4%,0.6,4,-1%,-4.0%,41,75,-1.5%
Cc1cc2[nH]c(=O)c3ccccc3n2n1,13,-5%,21%,i,5%,-0.9,-3,1%,0.7%,103,9,0.8%
Cc1cc(C)c(S(=O)(=O)Nc2nccs2)c(C)c1,/,6%,-5%,/,-8%,2.8,/,-15%,0.1%,50,/,1.5%
O=C(COc1ccc(Cl)cc1)Nc1ccccc1N1CCOCC1,-1,/,-3%,i,-9%,2.3,-2,-6%,/,80,-2,/
COc1ccccc1NC(=O)CSc1nc(O)cc(=O)[nH]1,-4,4%,2%,i,3%,-0.6,-4,6%,0.8%,50,-7,0.9%
Cc1ccccc1N1C(=O)C(Cl)=C(N2CCOCC2)C1=O,/,44µM*,15%,/,-5%,0.4,/,12%,0.3%,58,/,-1.2%
Cc1ccc(S(=O)(=O)N(C)C)cc1NC(=S)NC(C)CCC(C)C (centres undefined),4,-1%,-8%,i,-5%,-1.7,0,-3%,0.8%[50 µM],49,-21,1.9%
Cc1ccc(NC(=O)C2CCN(C(=O)NC3CCCCC3)CC2)cc1,5,-8%,16%,i,4%,-2.9,21,-6%,0.3%,90,-2,0.1%
